Bioassay records deposited in PubChem BioAssay by National Center for Advancing Translational Sciences (NCATS).
HCV inh – qHTS Assay for Inhibitors of Hepatitis C Virus (HCV). Huh7.5.1 HCVcc-Cre infection, luciferase reporter, 44 h. Potency, µM (highest dose often 41.8 µM), without a hit: at the top dose activity change, negative = inhibition, actives largely listed as inhibitors. 340,000 compounds, 3.4% hits. AID 651820, 2012; further: potency means the concentration at half of the fitted maximal effect
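Infectious HCV cell culture screen: compound-treated cells (1,000/well, pre-plated 4 h) are infected with HCVcc-Cre at roughly 0.5 moi and grown 44 h. Infection is quantified by luciferase signal after 15 min substrate incubation at room temperature.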
AmpC inh detg – qHTS Inhibitors of AmpC Beta-Lactamase (assay with detergent); AmpC hydrolysis of nitrocefin, absorbance 480 nm, 0.01% Triton; Potency, µM (titrated, usually from 114 µM), for inactives: top-dose activity change, negative = inhibition, usual class: inhibitors; 370,000 compounds, 0.041% hits; AID 485294, 2010;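 further: potency means the concentration at half of the fitted maximal effect; 0% = no-compound wells and -100% = no-enzyme wells; nearly all actives have a fitted effect of over 25% in size; some results filed as inactive show a strong effect at the top dose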
Target sequence (P00811 whole entry, looked up): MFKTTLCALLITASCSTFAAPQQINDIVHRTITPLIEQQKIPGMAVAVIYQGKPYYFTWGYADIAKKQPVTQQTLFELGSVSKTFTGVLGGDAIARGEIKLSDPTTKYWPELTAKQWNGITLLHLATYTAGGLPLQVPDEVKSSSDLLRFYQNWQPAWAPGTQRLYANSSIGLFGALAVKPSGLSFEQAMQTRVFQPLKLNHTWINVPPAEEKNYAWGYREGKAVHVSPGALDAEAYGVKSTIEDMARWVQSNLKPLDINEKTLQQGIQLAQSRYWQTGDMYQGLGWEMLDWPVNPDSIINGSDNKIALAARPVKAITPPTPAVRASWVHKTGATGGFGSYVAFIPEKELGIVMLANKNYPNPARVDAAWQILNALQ
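AmpC (5.3 nM in the dispensed reagent) in 20 mM phosphate pH 7.0 with 0.01% (detergent screen) or 0.0001% Triton X-100 was preincubated with compounds for 15 min at room temperature. Nitrocefin was then added from an 800 uM solution, and hydrolysis was followed at 480 nm.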
Giardia FBPA inh – qHTS Assay for Inhibitors of Fructose-1,6-bisphosphate Aldolase from Giardia Lamblia; 290,000 compounds, 0.71% hits; Potency, µM (highest dose often 59.6 µM), without a hit: at the top dose activity, negative = inhibition, actives largely listed as inhibitors; purified Giardia FBPA; AID 2451, 2010; further: potency means the concentration at half of the fitted maximal effect; nearly all actives have a fitted effect of over 55% in size
Target sequence (A8B2U2 whole entry, looked up): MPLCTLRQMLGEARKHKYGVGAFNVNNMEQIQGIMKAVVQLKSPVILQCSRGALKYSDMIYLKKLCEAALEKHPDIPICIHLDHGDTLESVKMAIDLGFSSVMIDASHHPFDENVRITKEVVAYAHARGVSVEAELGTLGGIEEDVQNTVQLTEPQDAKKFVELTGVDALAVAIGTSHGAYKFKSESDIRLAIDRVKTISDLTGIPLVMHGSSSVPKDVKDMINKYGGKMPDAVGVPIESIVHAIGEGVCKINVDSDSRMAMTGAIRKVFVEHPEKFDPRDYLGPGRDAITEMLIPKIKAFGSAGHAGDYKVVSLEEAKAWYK
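Giardia FBPA (40 nM reagent) was preincubated 10 min at RT with compound (up to 57.5 uM final), then substrate plus GAPDH/TPI/NAD/arsenate coupling system with diaphorase/resazurin was added; resorufin fluorescence (525/598 nm) was read after 20 min.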
HCMV inh – qHTS Assay for inhibitors of the human cytomegalovirus (HCMV) | activity change, negative = inhibition, % at 57.5 µM | HFF cells, HCMV-luciferase reporter, 72 h; hits give low values | 410,000 compounds, 4.5% hits; in the data active means activity change below about -60%; inconclusive means no clear call, values can overlap the other calls; inactive means above about -39%
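HFF cells seeded 16 h at 37C, treated with compounds, infected with luciferase-reporter HCMV at MOI 1 PFU/cell; luciferase read at 72 h post infection, normalized to buffer-only and Salinomycin controls.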
AmpC no deterg – qHTS Inhibitors of AmpC Beta-Lactamase (assay without detergent) | P00811 | AID 485341, 2010 | 330,000 compounds, 0.52% hits | AmpC nitrocefin hydrolysis, absorbance 480 nm, 0.0001% Triton | Potency, µM (doses to about 57.1 µM), inactives show at the top dose activity change, negative = inhibition, most hits filed as inhibitors;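 further: potency means the concentration at half of the fitted maximal effect; plate controls were no compound for no effect and no enzyme for full effect; nearly all actives have a fitted effect of over 20% in size; some results filed as inactive show a strong effect at the top dose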
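20 mM phosphate pH 7.0 + 0.01% (detergent screen) or 0.0001% Triton X-100; 5.3 nM AmpC reagent; cpd preinc 15 min RT; nitrocefin (800 uM stock) to start; A480 q20 s × 4 min; Activity was normalised to no-enzyme and no-compound control wells.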
Sm TGR inh – qHTS Assay for the Inhibitors of Schistosoma Mansoni Peroxiredoxins. Schistosoma mansoni thioredoxin glutathione reductase (TGR), Q962Y6. purified TGR, DTNB reduction, TNB absorbance 405 nm. Potency, µM (titrated, usually from 114 µM), without a hit: at the highest dose activity change, negative = inhibition, most hits filed as inhibitors. 360,000 compounds, 3% hits; further: potency means the concentration at half of the fitted maximal effect; nearly all actives have a fitted effect of over 60% in size
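First, TGR (20 nM dispensed) and NADPH were mixed with compound. Second, a 15 min room-temperature incubation followed. Third, further NADPH and then DTNB were added to start the reaction. Finally, TNB absorbance was monitored kinetically.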
* hit, by the source's call; u = inconclusive; x = no result given; & = joins results of further samples; [ ] = another dose, or the depositor's remark. Unless noted, the call rests on the fitted dose curve; in most records, active means well fitted curve in the direction sought with a large enough effect; inconclusive means small, poorly fitted or top-dose-only effect, or another doubt; inactive means no such curve, though single readings can be large; an effect the other way counts as inactive or inconclusive. Unless noted, on the % scale 0 is the no-effect control and ±100 the full control effect.

SMILES | HCV inh | AmpC inh detg | Giardia FBPA inh | HCMV inh | AmpC no deterg | Sm TGR inh
CCN(CC)c1ccc(S(=O)(=O)N2CCOCC2)cc1NC(=O)CN1CCN(Cc2ccccc2)CC1 | u | 4% | 20µM* | u | 210%[activator] | 0%
Nc1nc(SCC(=O)N2CCOCC2)n[nH]1 | -4% | -4% | -1% | -2 | -10% | x
CCCCNC(=O)c1cc2c(=O)n3cccc(C)c3nc2s1 | 8% | 0%&14% | 1% | 54&-3 | -23% | -16%&8%
Cc1cc2occ(CC(=O)N(C)CC(=O)Nc3cccc(F)c3)c2cc1C | x | 2% | 9% | 11 | 1% | 0%
COc1ccc(NC(=O)CSCC(=O)NC2(C)CCS(=O)(=O)C2)cc1 (stereo not drawn) | -8% | 8% | x | 26 | -26% | 1%
COc1ccc(-c2noc(N3CCC(C(=O)NCc4ccc(F)cc4)CC3)n2)cc1 | -5% | u | -1% | 9 | -5% | 11%
COC(=O)C1=C(c2ccc(OCc3ccccc3)cc2)C[C@@H]2CC[C@H]1N2C(=O)NCCCc1ccccc1 | 6.3µM* | -6% | x | u | -11% | 2%
On1c(-c2ccc(Cl)cc2Cl)nc2ncccc21 | 7% | 3% | -22% | -28 | -9% | 10%
Cc1ccc(-c2nnc3n2N=C(c2ccc(Br)cc2)CS3)cc1 | 5% | -4% | -1% | -8 | -14% | 6%
CCc1noc(C)c1C(=O)Nc1nc(-c2cccs2)cs1 | -12% | -2% | x | -11 | -19% | 3%
O=C(Cc1ccccc1)OCCN1CCOCC1 | 31%[activator] | u | 2% | -20 | -6% | 6%
O=C(/C=C/c1ccco1)NC(=S)Nc1ccc(N2CCCC2)cc1 | -9% | -9% | -24% | u | -40% | u
O=C(NC(Cc1ccccc1)C(=O)O)/C(=C\c1ccccc1)NC(=O)c1ccc(Br)o1 (stereo not drawn) | 2% | -10% | x | -28 | -22% | 0%
O=C(Nc1ccc(NC(=S)NC(=O)c2ccccc2F)cc1)c1cccs1 | u | 4% | -6% | u | -28% | -35%
Cc1ccc(-c2nnc(Nc3cccc(Br)c3)c3ccccc23)cc1S(=O)(=O)N1CCCCC1 | x | 10% | x | -8 | x | 6%
COc1ccc(COC(=O)C2CCN(S(=O)(=O)c3ccc(Cl)cc3)CC2)cc1 | -3% | u | x | -16 | -14% | 5%
Cn1c(=O)n(C)c2cc([N+](=O)[O-])c(N3CCN(C(=O)c4cccc(Cl)c4)CC3)cc21 | u | -9% | -1% | u | 103%[activator] | 3%
O=C(COC(=O)Cc1n[nH]c(=O)c2ccccc12)Nc1cccc(C(F)(F)F)c1 | -1% | 6% | -8% | 20 | -10% | 7%
O=C(NC1CCCCC1)C(c1ccc2ncccc2c1)N(Cc1ccccc1)C(=O)c1ccc2c(c1)OCCO2 (stereo not drawn) | u | -1% | 0% | -33 | 3% | 8%
COc1ccccc1-n1c(SCC(=O)N2CCc3ccccc32)nc2c(c1=O)SCC2 | u | -13% | -4% | 95 | 21% | -8%
CN1CCC(N(C)S(=O)(=O)c2ccc(NC(=O)c3cccc(C#N)c3)cc2)CC1 | -4% | 6% | x | -13 | -20% | 1%
Cc1ccc(S(=O)(=O)N2CCC(C(=O)Nc3ccccc3N3CCCC3)CC2)c(C)c1 | u | u | x | u | -1% | u
CC(C)COC(=O)Nc1ccc(C(=O)O)cc1 | -6% | 0% | 4% | 71 | -9% | -2%
OCC1(Cc2ccccc2)CCN(Cc2cnn(-c3ccccc3F)c2)CC1 | -14% | 3% | 4% | 22 | 0% | -2%
Cc1ccc(OCCNC(=O)c2cc(C3CC3)nc3c2cnn3C(C)C)cc1 | 13µM* | 4% | x | 0 | -8% | -14%
Cc1cc(C)c2c(CN3CCN(C)CC3)cc(=O)oc2c1 | u | -6% | 4% | 33 | -28% | -23%
CCCCCOC(=O)CSc1n[nH]c(=O)[nH]c1=O | 20% | -13% | -9% | u | -12% | 2%
CC(=O)c1sc2ccccc2c1OC(=O)c1ccco1 | 17% | -18% | 0% | 69 | -19% | -2%[11.4 µM]
O=C(CCCCCN1C(=O)CCC1=O)Nc1ccc(Cl)c(C(F)(F)F)c1 | -2% | u | -6% | -64* | 38% | 19%
CCOC(=O)C1CCN(S(=O)(=O)c2ccc3c(c2)CCN3C(C)=O)CC1 | -13% | u | 5% | -12 | 8% | -10%

Of the compounds above, these have a COOH group:
SMILES | HCV inh | AmpC inh detg | Giardia FBPA inh | HCMV inh | AmpC no deterg | Sm TGR inh
O=C(NC(Cc1ccccc1)C(=O)O)/C(=C\c1ccccc1)NC(=O)c1ccc(Br)o1 (stereo not drawn) | 2% | -10% | x | -28 | -22% | 0%
CC(C)COC(=O)Nc1ccc(C(=O)O)cc1 | -6% | 0% | 4% | 71 | -9% | -2%

Next section
SMILES | HCV inh | AmpC inh detg | Giardia FBPA inh | HCMV inh | AmpC no deterg | Sm TGR inh
CC1(C)CC(=O)C2=C(C1)O[C@@]1(CCCCN3C(=O)c4ccccc4C3=O)Cc3ccccc3C2O1 | x | -15%[22.9 µM] | 6%[12.9 µM] | x | -1%[11.4 µM] | -28%[22.9 µM]
O=C(Nc1cccc(S(=O)(=O)NC2=NCCC2)c1)c1cc(F)c(F)c(F)c1F | -2% | -10% | x | -3 | -14% | 2%
CC1CN(c2oc(-c3ccccc3Cl)nc2C#N)CC(C)O1 (stereo not drawn) | 11% | -16% | 2% | -32 | -5% | -18%
O=C(Nc1ccc(Cl)cc1)c1nc[nH]c1C(=O)NCc1ccccc1 | u | -3% | x | -74* | -12% | 2%
CCN(CC(=O)NC1CCS(=O)(=O)C1)C(=O)c1ccc(OC)c([N+](=O)[O-])c1 (stereo not drawn) | -3% | -1% | x | 52 | -3% | 4%
O=C1/C(=C/c2ccccc2Cl)N2CCC1CC2 | -19% | 1% | 6% | -67* | 4% | -33%
O=C(NCCC1=CCCCC1)c1cc(-c2ccccn2)nc2ccccc12 | 0% | 4% | 9% | -10 | -6% | 3%
N#CC(c1ccccc1)c1ccc2c(C(F)(F)F)cc(C(F)(F)F)nc2n1 (stereo not drawn) | -19% | -12% | -14% | -104* | -13% | 24%
O=C(COC(=O)c1ccc(F)c(S(=O)(=O)N2CCOCC2)c1)Nc1ccc2[nH]c(=O)[nH]c2c1 | 7% | -1% | x | 2 | 13% | -15%
COc1ccc(OC)c(NC(=O)c2c3c(nc4ccccc24)CCC3)c1 | u | -3% | 6% | -5 | 70%[activator] | -6%
Nc1ccc2nc(SCC(=O)N3CCOCC3)sc2c1 | 17% | -1% | 5% | 16 | -3% | 14%
CC(C)(C)OC(=O)N1CCC[C@H]1c1nnc(SCc2c(F)cccc2Cl)o1 | 12% | -12% | -5% | -33 | 38% | 8%
S=C(NCc1ccco1)N1CCC(c2nc3ccccc3o2)CC1 | 9% | 0% | -3% | -13 | -13% | -11%
c1ccc(Cn2ncc3c2ncn2c(-c4ccncc4)nnc32)cc1 | x | -6% | 10% | x | -4% | -7%
O=C(O)c1cc(-c2ccc(Cl)cc2)n(-c2ccccc2)n1 | -7% | u | -5% | -6 | -16% | 3%
COc1ccccc1NC(=O)CCCC(=O)OCC(F)(F)C(F)F | 3% | 3% | 3% | 0 | -4% | -16%
Cc1ccc(C(=O)N[C@H](C(=O)OCc2cc(=O)oc3cc(C)ccc23)C(C)C)cc1 | 12% | -5% | 4% | u | -22% | -7%
CC(=O)c1cccc(NC(=O)COC(=O)C2=COCCO2)c1 | 29% | u | 9% | -32 | -10%[11.4 µM] | 3%
CC1(C(=O)N(CC(=O)NC2CCCC2)Cc2ccco2)CC(=O)N=C2C=CC=CN21 (stereo not drawn) | 5% | 1% | 1% | -9 | -7% | -17%
CCOc1cc(/C=C(\C#N)C(=O)Nc2ccccn2)ccc1O | u | u | u | -31 | -15% | 18µM*
Cc1ccc(C)c(CSc2ccc3nnc(-c4ccccn4)n3n2)c1 | u | -3% | 10% | -22 | 73%[activator] | -4%
Cc1ccc(-c2c3c(=O)n(C)c(=O)n(C)c3cn2Cc2ccccn2)cc1 | 13% | u | -12% | 1 | -14% | 35µM*
Cc1ccc(OCc2nc(-c3ccccn3)no2)cc1 | 28% | u | 0% | 4 | 13% | 1%
Cc1cc(=O)[nH]c(N/N=C/C=C/c2ccccc2)n1 | 18% | -6% | u | 2 | -18% | -9%
O=C(COC(=O)CCS(=O)(=O)c1ccc(F)cc1)NC1CCCCC1 | 6% | u | x | -10 | -4% | 5%
O=C(Cc1ccccc1)Nc1c2c(nn1-c1cccc(Cl)c1)CS(=O)(=O)C2 | -3% | 2% | 8% | 60 | -26% | -12%
Cc1cc(OCC(=O)N(C)C)c2c(-c3ccccc3)cc(=O)oc2c1 | -21% | -12% | 1% | -22 | 3% | 4%

Filtered by structure: the entries above containing fluorine (12)
SMILES | HCV inh | AmpC inh detg | Giardia FBPA inh | HCMV inh | AmpC no deterg | Sm TGR inh
Cc1cc2occ(CC(=O)N(C)CC(=O)Nc3cccc(F)c3)c2cc1C | x | 2% | 9% | 11 | 1% | 0%
COc1ccc(-c2noc(N3CCC(C(=O)NCc4ccc(F)cc4)CC3)n2)cc1 | -5% | u | -1% | 9 | -5% | 11%
O=C(Nc1ccc(NC(=S)NC(=O)c2ccccc2F)cc1)c1cccs1 | u | 4% | -6% | u | -28% | -35%
O=C(COC(=O)Cc1n[nH]c(=O)c2ccccc12)Nc1cccc(C(F)(F)F)c1 | -1% | 6% | -8% | 20 | -10% | 7%
OCC1(Cc2ccccc2)CCN(Cc2cnn(-c3ccccc3F)c2)CC1 | -14% | 3% | 4% | 22 | 0% | -2%
O=C(CCCCCN1C(=O)CCC1=O)Nc1ccc(Cl)c(C(F)(F)F)c1 | -2% | u | -6% | -64* | 38% | 19%
O=C(Nc1cccc(S(=O)(=O)NC2=NCCC2)c1)c1cc(F)c(F)c(F)c1F | -2% | -10% | x | -3 | -14% | 2%
N#CC(c1ccccc1)c1ccc2c(C(F)(F)F)cc(C(F)(F)F)nc2n1 (stereo not drawn) | -19% | -12% | -14% | -104* | -13% | 24%
O=C(COC(=O)c1ccc(F)c(S(=O)(=O)N2CCOCC2)c1)Nc1ccc2[nH]c(=O)[nH]c2c1 | 7% | -1% | x | 2 | 13% | -15%
CC(C)(C)OC(=O)N1CCC[C@H]1c1nnc(SCc2c(F)cccc2Cl)o1 | 12% | -12% | -5% | -33 | 38% | 8%
COc1ccccc1NC(=O)CCCC(=O)OCC(F)(F)C(F)F | 3% | 3% | 3% | 0 | -4% | -16%
O=C(COC(=O)CCS(=O)(=O)c1ccc(F)cc1)NC1CCCCC1 | 6% | u | x | -10 | -4% | 5%

This is a random part of the collection; about 9.9% have a hit in one of these screens.
